MEKK3 PB1 HTS: modulators of MEKK3-MEK5 PB1 binding, primary screen, biochemical, wildtype MEKK3, multiplex bead flow cytometry, Alexa488-MEK5. Mitogen-activated protein kinase kinase kinase 3 (Homo sapiens), Q99759. bead-based flow cytometry, Alexa488-MEK5 binding to MEKK3; actives lie on both sides; 0 = blocked by unlabeled MEK5, 100 = vehicle. binding response (% of control), % at 10 µM. 290,000 tested, 1.4% active. AID 1529, 2009;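 active means binding response more than 3 SD above or below the average of its plate-row segment, actives on both sides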;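 further: Alexa488 bead fluorescence after subtracting the streptavidin-only scavenger bead signal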
MEKK2wt PB1 HTS: modulators of MEK5 binding to wildtype MEKK2, primary screen, biochemical, multiplex bead flow cytometry, Alexa488-MEK5. Alexa488-MEK5 binding to MEKK2 WT; actives lie on both sides. binding response (% of control), % at 10 µM. 290,000 tested, 1.1% active. AID 1531, 2009; in the data active means binding response below about 67% or above about 130%
GalR3 antag: GalR3 antagonists in HEK293 cells, primary screen, cell-based, fluorescence readout | HEK293 GalR3-CNG cAMP membrane potential fluorescence; galR3 body fused to GalR1 C-terminus | AID 651719, 2012 | Galanin receptor type 3 (Homo sapiens), O60755 | inhibition, % at 3 µM | 360,000 tested, 0.44% active;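 active means inhibition above the screen-wide average plus 3 SD, cut at about 13% in these data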;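 further: forskolin and galanin both at EC90 stimulate the cells; cAMP rise reported by CNG channel membrane potential dye signal; 0% = forskolin plus galanin with DMSO and 100% = forskolin alone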
Target sequence (O60755 1-299 limits assumed): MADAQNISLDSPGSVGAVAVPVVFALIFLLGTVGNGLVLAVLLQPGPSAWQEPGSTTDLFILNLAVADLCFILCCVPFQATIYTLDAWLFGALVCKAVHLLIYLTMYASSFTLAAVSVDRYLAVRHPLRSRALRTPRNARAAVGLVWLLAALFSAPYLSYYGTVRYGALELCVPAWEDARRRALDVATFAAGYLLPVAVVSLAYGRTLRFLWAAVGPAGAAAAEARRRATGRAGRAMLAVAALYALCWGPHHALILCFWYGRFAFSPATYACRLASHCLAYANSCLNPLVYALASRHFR
OXTR ag: human OXTR agonists, primary screen, fluorescence, CHO-OTR cells, Fluo-8 calcium; Oxytocin receptor (Homo sapiens), P30559; Fluo-8 calcium fluorescence; normalized: DMSO 0%, oxytocin 100%; activation, % at 3 µM; 320,000 tested, 0.32% active;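 active means activation above the mean of all tested compounds plus 3 SD, cutoff set per screening run, cut at about 20% in these data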;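 further: peak over basal fluorescence ratio from a 100 s FLIPR kinetic read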
Target sequence (P30559 whole entry, looked up): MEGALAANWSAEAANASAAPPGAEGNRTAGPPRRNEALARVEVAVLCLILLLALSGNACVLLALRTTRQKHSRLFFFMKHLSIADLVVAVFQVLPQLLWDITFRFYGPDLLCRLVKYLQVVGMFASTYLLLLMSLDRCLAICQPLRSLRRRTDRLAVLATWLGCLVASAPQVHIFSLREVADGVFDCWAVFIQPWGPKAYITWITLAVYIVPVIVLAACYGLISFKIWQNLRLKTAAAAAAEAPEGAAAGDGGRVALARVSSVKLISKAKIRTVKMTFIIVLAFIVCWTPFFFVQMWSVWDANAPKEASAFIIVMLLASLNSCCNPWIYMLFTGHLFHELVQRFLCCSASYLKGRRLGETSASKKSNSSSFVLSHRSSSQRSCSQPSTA
GPR7 antag: GPR7 receptor antagonists, primary screen, cell-based, fluorescence, single concentration. Neuropeptides B/W receptor type 1 (Homo sapiens), P48145. GPR7-expressing cells, fluorescence antagonist assay. inhibition, % at 4.4 µM. 290,000 tested, 1.1% active. AID 1861, 2009; in the data active means inhibition above about 16%, passing the limit was not always enough;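 further: cells stimulated with the agonist NPW; 0% = agonist with vehicle and 100% = vehicle without agonist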
Target sequence (P48145 whole entry, looked up): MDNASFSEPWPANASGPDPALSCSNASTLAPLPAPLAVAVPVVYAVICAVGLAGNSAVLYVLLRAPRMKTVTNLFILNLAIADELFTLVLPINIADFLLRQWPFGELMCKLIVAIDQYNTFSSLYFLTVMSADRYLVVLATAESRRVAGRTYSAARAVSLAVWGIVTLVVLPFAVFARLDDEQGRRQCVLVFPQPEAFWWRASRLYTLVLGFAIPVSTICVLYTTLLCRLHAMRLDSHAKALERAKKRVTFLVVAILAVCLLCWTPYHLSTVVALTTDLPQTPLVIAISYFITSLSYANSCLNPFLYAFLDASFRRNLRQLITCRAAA
V1aR counter: agonists of human V1a receptor, primary screen, counter-screen for OXTR agonist project, fluorescence, CHO-V1R cells; Fluo-8 calcium fluorescence, agonist mode; 0% DMSO, 100% 3 nM vasopressin; 320,000 tested, 0.25% active; activation, % at 3 µM; Vasopressin V1a receptor (Homo sapiens), P37288;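 active means activation above the mean activation of all tested compounds plus 3 SD, per screening run, cut at about 20% in these data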;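 further: signal is peak over basal fluorescence ratio across a 100 second FLIPR read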
MEKK2mut PB1 HTS: MEK5 binding signal on mutant MEKK2 PB1, primary screen, biochemical, multiplex bead flow cytometry, Alexa488-MEK5. Alexa488-MEK5 binding to MEKK2 mutant. percent response, % at 10 µM. 290,000 tested, 0.35% active; in the data active means percent response above about 24%, passing the limit was not always enough; further: inactives centre near 1; some results filed as inactive read as strong as hits; reference of the scale not given here
NALP1 inh: NALP1 inflammasome inhibitors in reconstituted yeast, colorimetric, S. cerevisiae, triplicate retest; S. cerevisiae NALP1/ASC/caspase-1 growth, X-gal OD620, 72 h; inhibition, % at 10 µM; 280,000 tested, 0.61% active; in the data active means inhibition mostly above about 24%, no sharp cut-off; inactive means mostly below about 32%; further: some compounds called inactive have numbers as strong as hits
PHOSPHO1 inh: PubChem AID 1565; Phosphoethanolamine/phosphocholine phosphatase (Homo sapiens), Q8TCT1; recombinant PHOSPHO1, absorbance phosphatase assay; inhibition, % at 13.3 µM; 290,000 tested, 1.1% active; in the data active means inhibition above about 60%
* hit, by the source's call; . = not tested or not shown.

SMILES	MEKK3 PB1 HTS	MEKK2wt PB1 HTS	GalR3 antag	OXTR ag	GPR7 antag	V1aR counter	MEKK2mut PB1 HTS	NALP1 inh	PHOSPHO1 inh
CC1N(C(=O)N(C)C)CCN1S(=O)(=O)c1ccccc1 (configuration not stated)	108	107	-3	1.0	-12	0.6	4	1	-1
COc1ccc(-c2cc(C(=O)N(C)Cc3ccccc3)c3ccccc3n2)cc1	108	107	-2	-1.0	-9	1.0	3	18	24
COc1cc(/C=N/N=C(/C(=O)c2ccccc2)c2ccccc2)cc(OC)c1O	135*	105	7	-2.0	-28	-0.2	0	20	0
O=C(Nc1ccc(N2CCN(Cc3ccccc3)CC2)cc1)c1ccccc1[N+](=O)[O-]	106	103	-3	1.7	-6	1.4	1	20	30
CCC(CC)C(=O)c1c[nH]c(C(=O)NCc2cccnc2)c1	99	101	1	-0.7	-12	-1.3	-45	-23	28
COC(=O)c1[nH]c(C)c(/C(O)=C2\C(=O)C(=O)N(CCN3CCOCC3)C2c2cccs2)c1C (configuration not stated)	109	102	-3	0.0	.	0.0	2	-8	21
O=C1c2ccccc2C(=O)N1CCCc1nc2ccccc2c(=O)n1-c1cccnc1	100	101	-3	-0.8	-10	-0.6	2	-16	-3
Cc1cc(NC(=O)c2cc(-c3ccccn3)nc3ccc(Br)cc23)no1	95	98	-4	-0.4	-5	-0.2	-3	3	35
COc1cc2c(cc1OC)CN(C(=O)COc1ccccc1C#N)CC2	110	108	-5	.	-12	.	16	20	20
COC(=O)c1ccccc1NC(=O)c1ccc(COc2cc(C)cc(C)c2)o1	103	103	-4	-0.5	-1	-0.2	16	23	-11
O=C(CN1CCN(CC(=O)Nc2ccccn2)CC1)Nc1ccccn1	103	103	-2	0.1	-9	-0.1	1	20	2
Cc1ccc(OC(C)C(=O)Nc2ccc(S(=O)(=O)Nc3nccs3)cc2)cc1 (configuration not stated)	103	101	0	1.4	-10	1.2	-1	14	.
Cc1cnc(NC(=O)CCNC(=O)c2ccc([N+](=O)[O-])cc2)s1	104	101	-2	-0.2	-7	1.2	7	-20	18
CS(=O)(=O)N(CC(=O)NCc1ccncc1)C1CCCCC1	93	95	0	1.3	11	-0.1	-5	1	24
CSc1nsc2nc(=O)c(/C=C3\C(C)=Nc4ccc(C)cc43)c(N)n12	100	93	0	-1.0	-1	-0.4	-6	-1	2
CCO/C=C/C(O)(CNC(=O)c1ccc(C(C)(C)C)cc1)C(F)(F)F (configuration not stated)	101	98	-5	2.0	-7	4.2	1	25	-7
COCc1ccc(C(=O)N2CCCC(N(C)Cc3ccccc3)C2)s1 (configuration not stated)	98	95	-3	-0.6	-11	-0.3	-5	12	3
CCCCN(C)C/C(O)=C(\C#N)c1nc(-c2ccccc2)cs1	96	91	-4	-0.4	3	-0.5	-5	-6	3
COc1ccccc1NS(=O)(=O)c1cccc(C(=O)N/N=C2\CC(=O)CC(C)(C)C2)c1	142*	102	-8	-1.1	1	2.3	-1	9	3
Cc1ccc(C(C)C)c(OCC(=O)NS(=O)(=O)c2ccc(Cl)cc2)c1	101	103	-2	-1.3	-15	-0.9	2	4	13

A stretch taken from the entries so far, for reference:
SMILES	MEKK3 PB1 HTS	MEKK2wt PB1 HTS	GalR3 antag	OXTR ag	GPR7 antag	V1aR counter	MEKK2mut PB1 HTS	NALP1 inh	PHOSPHO1 inh
COC(=O)c1[nH]c(C)c(/C(O)=C2\C(=O)C(=O)N(CCN3CCOCC3)C2c2cccs2)c1C (configuration not stated)	109	102	-3	0.0	.	0.0	2	-8	21
O=C1c2ccccc2C(=O)N1CCCc1nc2ccccc2c(=O)n1-c1cccnc1	100	101	-3	-0.8	-10	-0.6	2	-16	-3
Cc1cc(NC(=O)c2cc(-c3ccccn3)nc3ccc(Br)cc23)no1	95	98	-4	-0.4	-5	-0.2	-3	3	35
COc1cc2c(cc1OC)CN(C(=O)COc1ccccc1C#N)CC2	110	108	-5	.	-12	.	16	20	20
COC(=O)c1ccccc1NC(=O)c1ccc(COc2cc(C)cc(C)c2)o1	103	103	-4	-0.5	-1	-0.2	16	23	-11
O=C(CN1CCN(CC(=O)Nc2ccccn2)CC1)Nc1ccccn1	103	103	-2	0.1	-9	-0.1	1	20	2
Cc1ccc(OC(C)C(=O)Nc2ccc(S(=O)(=O)Nc3nccs3)cc2)cc1 (configuration not stated)	103	101	0	1.4	-10	1.2	-1	14	.
Cc1cnc(NC(=O)CCNC(=O)c2ccc([N+](=O)[O-])cc2)s1	104	101	-2	-0.2	-7	1.2	7	-20	18
CS(=O)(=O)N(CC(=O)NCc1ccncc1)C1CCCCC1	93	95	0	1.3	11	-0.1	-5	1	24
CSc1nsc2nc(=O)c(/C=C3\C(C)=Nc4ccc(C)cc43)c(N)n12	100	93	0	-1.0	-1	-0.4	-6	-1	2
CCO/C=C/C(O)(CNC(=O)c1ccc(C(C)(C)C)cc1)C(F)(F)F (configuration not stated)	101	98	-5	2.0	-7	4.2	1	25	-7
COCc1ccc(C(=O)N2CCCC(N(C)Cc3ccccc3)C2)s1 (configuration not stated)	98	95	-3	-0.6	-11	-0.3	-5	12	3

(more compounds)
SMILES	MEKK3 PB1 HTS	MEKK2wt PB1 HTS	GalR3 antag	OXTR ag	GPR7 antag	V1aR counter	MEKK2mut PB1 HTS	NALP1 inh	PHOSPHO1 inh
CCOc1ccc(CNC(=O)CCC(=O)N2CCSc3ccccc32)cc1	94	94	.	0.4	14	1.4	-5	8	-140
CNc1ccc(Cl)cc1C(N)=O	98	98	-7	0.4	-5	1.6	-3	-4	25
Cc1cccc(NC(=O)CSc2nnc(NC(=O)CN3CCCCC3)s2)c1	96	102	-1	0.9	-6	0.6	-2	6	-11
Cc1c(Cl)cccc1NC(=O)CSc1nc2c(c(=O)[nH]1)CCCC2	101	106	.	-0.3	10	-0.6	0	24	-18
COc1ccc(-n2nnc3c(=O)n(CC(=O)Nc4cc(C)on4)cnc32)cc1OC	116	110	4	3.2	-3	7.5	-1	3	24
Cc1ccc(-n2ncc3c2CC(C)(C)CC3NC(=O)CCc2cccnc2)cc1 (configuration not stated)	99	98	-3	.	4	.	-5	1	18
Cc1ccc(S(=O)(=O)N2CCN(C(=O)NCc3ccc(F)cc3)CC2)c(C)c1	103	103	-10	1.6	1	5.5	1	10	18
Cc1ccc(C2N(c3ccc(Cl)c(Cl)c3)C(=O)C3CCCN32)o1 (configuration not stated)	99	100	-4	1.5	-10	1.3	-2	23	-3
C/C(=N\NC(=O)c1ccc(O)cc1)c1ccc(NC(=O)Cc2ccccc2)cc1	101	102	2	.	7	.	0	-50	23
Cc1nn(CCOc2ccccc2)c(=O)n1-c1ccc(Cl)cc1	141*	123	4	-1.7	-8	0.6	4	-5	-19
CCN(CC)CCn1c(NCc2nc3ccccc3n2Cc2ccccc2)nc2ccccc21	106	123	-7	0.3	14	0.5	15	8	4
O=C(CSc1ccc(Cl)cc1)NC1CCCC1	98	95	-5	-1.3	8	-1.1	-3	4	23
Cc1ccc(NC(=O)C(CC(C)C)NC(=O)C2CCC(C)CC2)nc1 (configuration not stated)	94	91	-2	-1.8	-6	-1.3	-9	12	1
COc1ccc(NC(=O)NNC(=O)c2cc(C3CC3)nc3ccccc23)c(OC)c1	89	82	-1	-1.3	5	-0.4	-13	24	36
CN(C)S(=O)(=O)c1ccc(C(=O)NCCOc2ccccc2)cc1	95	97	-1	0.2	-7	-0.1	0	-5	26
CC1Cc2nc(SCC(=O)NCC3CCCO3)n(Cc3ccccc3)c(=O)c2S1 (configuration not stated)	92	97	-9	0.8	-5	1.8	7	7	0
COc1ccccc1NC(=O)CCn1c(=S)oc2ccccc21	101	101	-3	-1.2	2	1.7	4	9	5
CCOC(=O)c1cnn(-c2ccc(C(C)C)cc2)c1NC(=O)C1CCC1	107	107	-4	-2.2	1	-0.6	7	3	46
CCn1c(=O)c([N+](=O)[O-])c(NCc2ccco2)c2ccccc21	95	95	-4	-1.6	-8	-0.2	-4	6	24
O=C(CSc1nnnn1C1CCCCC1)Nc1ccccc1F	99	95	2	-0.7	3	2.4	-9	15	23
O=C(c1ccccc1)c1ccc2cc(O)ccc2c1	102	97	-6	7.7	-12	7.5	2	8	11
COc1ccc(CCC(C)NCc2ccccc2OC)cc1 (configuration not stated)	99	100	-9	0.7	0	0.5	4	.	.
O=C1C(=O)N(CCN2CCOCC2)C(c2ccc(Cl)c(Cl)c2)/C1=C(/O)c1ccc2c(c1)OCO2 (configuration not stated)	105	103	-1	0.8	9	0.1	8	9	33
NC(=O)[C@@H]1CC2(CC(c3cccc(NC(=O)CC(c4ccccc4)c4ccccc4)c3)=NO2)CN1C(=O)c1ccc(Cl)cc1 (some centres not stated)	93	86	-6	2.0	.	1.8	-17	.	13
CC(C)Cn1c2c(c(O)c(C(=O)Nc3ccc(F)cc3)c1=O)CCCC2	.	.	3	0.0	-5	1.1	.	20	-8
CC(C)=CCCC(C)N(C=O)C(C)CCC=C(C)C (configuration not stated)	98	103	-2	-1.1	-6	0.2	1	.	.
Cc1occc1C(=O)N/N=C/c1cnn(C)c1C	85	92	-2	0.2	-20	0.8	2	9	-2
Cn1nc(-c2ccc(Cl)cc2)c2cc(C(=O)NCCCN3CCOCC3)sc21	112	154*	.	3.3	-9	0.2	13	-22	-13
Cc1ccc(CNC(=O)CN2C(=O)c3ccccc3S2(=O)=O)cc1	98	101	-9	1.2	-11	1.9	-1	8	28
COc1ccc(-c2nc3cc([N+](=O)[O-])ccc3o2)cc1	105	100	-4	-0.2	3	0.6	9	-7	27
COc1ccc(NC(=O)CS(=O)(=O)c2ccc(Br)cc2)cc1	105	106	-9	-0.5	-10	-0.4	4	12	18
O=C1CCC/C(=N\NC(=O)c2ccc(CSc3cccc4cccnc34)cc2)C1	99	100	-1	0.3	-2	0.1	1	-8	-25
CCN1C(=O)/C(=C/c2cc(C)n(C)c2C)SC1=Nc1ccc(OC)cc1	100	97	-1	-1.1	1	-0.5	-1	13	-7
CCC(OC(=O)c1nsc(Cl)c1Cl)C(=O)NCc1cccs1 (configuration not stated)	106	102	-9	-2.3	-4	-0.5	2	10	-12
N#CCSc1ncccc1-c1nc2ccccc2[nH]1	92	98	-1	2.4	-4	1.8	23	-43	-6
COc1ccc(CCNc2cc(C)nc3c(-c4ccc(Cl)cc4)c(C)nn23)cc1OC	108	105	6	-0.6	-11	-0.7	2	40	-3
O=C(NC1CCCC1)c1ccc([N+](=O)[O-])s1	99	101	0	-1.1	-5	-0.7	0	-14	2
Clc1cc(Br)ccc1OCCCn1ccnc1	104	102	-2	-0.1	-4	3.0	-1	36	-4

Screens deposited in PubChem by several laboratories.
